PRMT1 inh: blocks human protein arginine methyltransferase 1 | inhibition, % at 2.79 µM | hit rate 1.3% among 370,000 | recombinant PRMT1, activity-based probe fluorescence polarization;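 active = inhibition above about 21% made by adding two undisclosed values, limit read from the data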
TDP2 inh: blocks human TDP2 phosphodiesterase activity. hit rate 0.34% among 370,000. inhibition, % at 12.8 µM. O95551. recombinant TDP2, T5PNP hydrolysis, p-nitrophenol absorbance 415 nm;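 active = inhibition above the mean of all tested compounds plus 3 SD, set per campaign, cut at about 25% in these data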;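 note: 0% = DMSO with enzyme and 100% = buffer with substrate but no TDP2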
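Assay system: Recombinant human TDP2 | Quantity: 120 nM TDP2 per well | Incubation: 2 h at 37 °C | Signal: Epi absorbance | Evaluation: Percent inhibition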
TCR-CD3 inh: blocks the human TCR-CD3 interaction | TAMRA-labeled TCR probe fluorescence, biochemical | inhibition, % at 9.4 µM | hit rate 0.37% among 360,000 | AID 651800; in the data active = inhibition above about 19%;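 note: recombinant mutant TCR 2C K166C tagged with TAMRA read by polarization; 0% = receptor in buffer alone and 100% = receptor with positive control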
UHRF1 MBD2 ctr: UHRF1 methyl-DNA binding inhibition; Q96T88; UHRF1 binding to methylated oligo, TR-FRET; inhibition, % at 4.4 µM; hit rate 0.75% among 370,000; AID 687016; in the data active = inhibition above about 21%;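 note: UHRF1 SRA domain binding a hemimethylated CpG hairpin DNA probe; 0% = median of test compound wells and 100% = reference inhibitor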
mABHD4 FP: ABHD4 (mouse) inhibition, primary FP screen | Q8VD66 | purified mABHD4, FP-Rh probe fluorescence polarization | inhibition, % at 8.92 µM | hit rate 0.54% among 370,000;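 active = inhibition exceeding the mean over every tested compound plus 3 SD, cut at about 30% in these data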;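 note: 0% = plate median of compound wells and 100% = S159A mutant with DMSO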
Target sequence (Q8VD66 whole entry, looked up): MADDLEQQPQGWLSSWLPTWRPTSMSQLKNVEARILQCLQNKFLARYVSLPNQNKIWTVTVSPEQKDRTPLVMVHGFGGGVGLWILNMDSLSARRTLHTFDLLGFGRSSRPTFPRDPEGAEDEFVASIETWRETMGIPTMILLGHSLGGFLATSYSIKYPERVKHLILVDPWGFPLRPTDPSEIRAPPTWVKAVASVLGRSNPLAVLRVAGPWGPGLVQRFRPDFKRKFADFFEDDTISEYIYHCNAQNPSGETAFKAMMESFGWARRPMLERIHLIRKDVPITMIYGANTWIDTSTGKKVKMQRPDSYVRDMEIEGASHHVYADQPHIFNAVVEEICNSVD
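Assay system: mABHD4 protein; medium: HEPES pH 7.0, NaCl, Pluronic buffer; dosing: 8.92 µM, single dose; schedule: 45 min + 60 min at 25 °C; signal: FP readout, ex 525 nm / em 598 nm; read-out: normalized percent inhibition of probe labeling; repeats: single replicate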
LEDGF integ inh: blocks HIV-1 LEDGF/p75-dependent DNA integration. inhibition, % at 3.7 µM. hit rate 0.64% among 370,000. TR-FRET IN-LEDGF/p75 DNA integration, Eu/Cy5;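 active = inhibition above the screen-wide mean plus 3 SD, cut at about 13% in these data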;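 note: signal is the Cy5 over europium emission ratio at 671 and 618 nm; 0% = plate median of compound wells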
HTRA1 inh: blocks human HTRA1 serine peptidase | Q92743 | recombinant HTRA1, FP-rhodamine activity-based probe, fluorescence polarization | inhibition, % at 5.96 µM | hit rate 0.5% among 340,000; in the data active = inhibition above about 36%;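 note: 0% = enzyme with DMSO and 100% = wells lacking enzyme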
Tn7 DDE FP: inhibitors of Tn7 peptide binding to human fibrin DD(E). P02675. FP displacement of FITC-Tn7 peptide from fibrin DD(E); 0% = median of compound wells per plate. inhibition, % at 8.3 µM. hit rate 0.13% among 370,000. AID 720508;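 active = inhibition above the mean of compounds falling within the control limits plus 3 SD of them, cut at about 14% in these data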;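 note: 0% = plate median of compound wells and 100% = 10 µM Aha-Tn7 peptide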
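assay system = human clot-derived fibrin DD(E) complex | quantity = Fibrin-DD(E) at 2 µM final | timing = 10 min preincubation, 3 h with tracer, room temperature | signal = fluorescence polarization | measure = percent inhibition | benchmarks = high control wells with 10 µM unlabelled Aha-Tn7 peptide (full inhibition) | replicates = singlicate testing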
PG9 binder: small molecules binding HIV-1 gp120 antibody PG9 | TR-FRET gp120-PG9 antibody binding | inhibition, % at 6.7 µM | hit rate 0.43% among 360,000 | AID 624416; in the data active = inhibition above about 8.5%
SIAE primary: blocks human sialic acid acetylesterase. Q9HAT2. SIAE FP-Rh probe binding, fluorescence polarization. inhibition, % at 9.66 µM. hit rate 0.69% among 370,000;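 active = inhibition above a cutoff: mean of compounds within the control limits plus 3 SD of those, cut at about 17% in these data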;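 note: 0% = plate median of compound wells and 100% = probe without SIAE protein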
Target sequence (Q9HAT2 whole entry, looked up): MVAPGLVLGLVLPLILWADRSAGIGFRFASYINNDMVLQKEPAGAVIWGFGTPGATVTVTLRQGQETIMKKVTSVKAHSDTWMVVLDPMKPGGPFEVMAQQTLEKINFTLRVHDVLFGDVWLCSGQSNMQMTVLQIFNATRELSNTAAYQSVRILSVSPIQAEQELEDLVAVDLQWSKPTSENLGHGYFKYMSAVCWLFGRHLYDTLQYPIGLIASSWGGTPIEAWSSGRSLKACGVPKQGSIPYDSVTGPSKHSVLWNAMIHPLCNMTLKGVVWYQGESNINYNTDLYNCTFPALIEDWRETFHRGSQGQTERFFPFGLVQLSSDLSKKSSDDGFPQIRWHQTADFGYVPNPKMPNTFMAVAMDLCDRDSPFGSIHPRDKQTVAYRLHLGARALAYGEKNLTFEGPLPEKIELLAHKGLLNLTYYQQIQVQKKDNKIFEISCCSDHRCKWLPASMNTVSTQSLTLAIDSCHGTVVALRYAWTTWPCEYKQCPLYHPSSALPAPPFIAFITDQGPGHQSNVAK
Starred values were filed as active, the others as inactive; . = not tested or not shown.

SMILES	PRMT1 inh	TDP2 inh	TCR-CD3 inh	UHRF1 MBD2 ctr	mABHD4 FP	LEDGF integ inh	HTRA1 inh	Tn7 DDE FP	PG9 binder	SIAE primary
N#CC1=C(N)N(c2ccccc2)C(c2ccccc2)C1(C#N)C#N (configuration not stated)	0	9	-1	-4	-3	0	-10	-1	-0.3	0
COc1ccccc1-c1nc2n(n1)C(c1ccccc1Cl)C(C(N)=O)=C(C)N2 (configuration not stated)	2	-1	-7	2	-1	-4	3	-4	-1.1	1
Cc1nc2c(cnn2-c2ccccc2Cl)c(=O)n1-c1ccc(C(C)C)cc1	2	-11	2	8	-11	-7	-7	4	-1.8	-4
CC1(C)CC(=O)C=C(Nc2ccc(OCC(F)(F)C(F)F)cc2)C1	-4	5	-4	1	0	4	-1	-3	-0.9	12
COCCn1cnc2c1c(=O)n(Cc1ccc(C#N)cc1)c(=O)n2Cc1ccccc1	3	-2	-2	2	4	-4	-2	-3	-2.9	4
CN=c1scc(-c2c[nH]c3ccccc23)n1C	5	-11	0	1	0	-3	1	4	-3.2	2
C=CC(O)(C#CCN(CC)CC)c1ccccc1 (configuration not stated)	1	0	-7	3	-6	3	-8	-1	-1.7	-9
O=S(=O)(Nc1ccc(-c2cn3cccnc3n2)cc1)c1ccccc1	-2	-9	-5	-5	-5	4	.	4	-0.8	-9
COc1ccc(S(=O)(=O)N2CCCOC2CNC(=O)C(=O)NCc2ccco2)cc1C (configuration not stated)	2	2	-1	-2	0	-4	-2	5	0.6	7
Cc1cccc2sc(N(CCCN(C)C)C(=O)c3sc4ccccc4c3Cl)nc12	-2	-4	2	-1	5	3	-11	4	4.2	4
CC(=O)OC1C=CCC2C(=O)c3cccc(O)c3C(O)C12 (configuration not stated)	1	1	0	2	2	-3	-2	-5	0.7	2
COC(=O)C1=C(C)N(Cc2ccccc2C(F)(F)F)C(=NCc2cc(OC)c(OC)c(OC)c2)NC1c1cccc(C(F)(F)F)c1 (configuration not stated)	-1	3	1	0	-2	4	.	1	-2.9	0
CC(OC(=O)c1cc(=O)c2ccccc2o1)C(=O)c1ccccc1 (configuration not stated)	3	7	-3	2	-1	0	5	2	1.7	4
COc1ccc(N2CCN(S(=O)(=O)c3cc(-c4cc(C)no4)ccc3C(C)C)CC2)cc1	2	12	0	0	1	2	-13	-11	-0.8	12
COc1ccc(C(=O)NCCc2c[nH]c3ccccc23)cc1OC	-4	2	-3	-1	4	-2	0	-2	-0.1	7
COCc1cc(C)nc(SCC[N+](C)(C)CC(=O)c2ccc(Br)cc2)c1C#N	-1	4	5	-1	2	0	3	-1	-1.3	2
COCCNC(=O)C1(C)CCCN(C(=O)c2cnc3ccccc3n2)C1 (configuration not stated)	-2	-10	3	6	-2	7	.	4	-4.2	-10
COc1ccc(-n2nnnc2SCC(=O)Nc2c(C)n[nH]c2C)cc1	4	1	1	0	4	-2	3	-5	1.9	-2
O=C(NNC(=O)c1ccccc1F)c1ccc(-n2cncn2)c([N+](=O)[O-])c1	1	6	0	1	3	0	0	7	-0.8	0
CC(=O)NCCCCCCNC(C)=O	-3	-25	4	1	-11	3	-1	5	1.0	-8
COc1ccccc1CN1CCNC(=O)C1CC(=O)N(C)CC1CCOCC1 (configuration not stated)	-1	10	6	-3	8	0	6	-2	0.8	12
CC(=O)NC(=S)Nc1ccc(-c2nc3ccc(C)cc3s2)cc1	1	-4	4	0	0	-3	-2	-5	-1.1	6
COc1ccccc1-n1c(=S)[nH]c2c(sc(=S)n2-c2ccccc2)c1=O	83*	-1	1	2	-5	7	-5	-4	2.1	-3
COC(=O)C1=C(C)N(Cc2ccc(C(F)(F)F)cc2)C(=NCc2ccc(C(F)(F)F)cc2)NC1c1ccccc1 (configuration not stated)	2	5	4	-2	16	1	.	2	-0.2	-4
CC1CCC(C(C)C)C(OCC(O)CNC(C)(C)C)C1 (configuration not stated)	2	-8	-1	0	-3	-4	-10	7	0.8	-2

Look-ups from above.
CC(=O)OC1C=CCC2C(=O)c3cccc(O)c3C(O)C12 (configuration not stated) in LEDGF integ inh has -3
COc1ccc(C(=O)NCCc2c[nH]c3ccccc23)cc1OC in SIAE primary has 7
C=CC(O)(C#CCN(CC)CC)c1ccccc1 (configuration not stated) in HTRA1 inh has -8
COCCNC(=O)C1(C)CCCN(C(=O)c2cnc3ccccc3n2)C1 (configuration not stated) in TDP2 inh has -10
COCCn1cnc2c1c(=O)n(Cc1ccc(C#N)cc1)c(=O)n2Cc1ccccc1 in TDP2 inh has -2
Cc1cccc2sc(N(CCCN(C)C)C(=O)c3sc4ccccc4c3Cl)nc12 in TCR-CD3 inh has 2

A draw from above in order of molecular weight, descending:
SMILES	PRMT1 inh	TDP2 inh	TCR-CD3 inh	UHRF1 MBD2 ctr	mABHD4 FP	LEDGF integ inh	HTRA1 inh	Tn7 DDE FP	PG9 binder	SIAE primary
Cc1cccc2sc(N(CCCN(C)C)C(=O)c3sc4ccccc4c3Cl)nc12	-2	-4	2	-1	5	3	-11	4	4.2	4
O=C(NNC(=O)c1ccccc1F)c1ccc(-n2cncn2)c([N+](=O)[O-])c1	1	6	0	1	3	0	0	7	-0.8	0
CC1(C)CC(=O)C=C(Nc2ccc(OCC(F)(F)C(F)F)cc2)C1	-4	5	-4	1	0	4	-1	-3	-0.9	12
CC(=O)OC1C=CCC2C(=O)c3cccc(O)c3C(O)C12 (configuration not stated)	1	1	0	2	2	-3	-2	-5	0.7	2
CC1CCC(C(C)C)C(OCC(O)CNC(C)(C)C)C1 (configuration not stated)	2	-8	-1	0	-3	-4	-10	7	0.8	-2

The list continues.
SMILES	PRMT1 inh	TDP2 inh	TCR-CD3 inh	UHRF1 MBD2 ctr	mABHD4 FP	LEDGF integ inh	HTRA1 inh	Tn7 DDE FP	PG9 binder	SIAE primary
NC(=O)CC(NC(=O)c1ccccc1)c1ccc(N2CCC(Cc3ccccc3)CC2)c([N+](=O)[O-])c1 (configuration not stated)	-1	-1	-1	4	5	1	-9	-2	6.8	-5
COc1ccc(OC)c(Nc2nc3ccc(C)cc3n3cnnc23)c1	-4	7	-13	2	8	-6	10	2	0.4	-2
Cc1ccc(NC(=O)CSc2nnc(-c3ccc(S(=O)(=O)N4CCOCC4)cc3)n2C)cc1	-3	6	3	-1	8	-3	-2	0	0.3	1
COc1ccc([C@H]2CC(=O)C=C(c3ccc(OC)cc3OC)C2)cc1	-2	-6	6	6	0	2	-36	3	-0.9	-2
COc1cc(-c2noc(CCC(=O)NC3CCCC3)n2)cc(OC)c1OC	-1	4	-2	-4	-2	-1	1	1	0.9	-1
Cc1cccc2cc(C#N)c(NCCNC(=O)c3ccccc3)nc12	1	5	4	-4	5	-3	0	2	1.6	-3
COCc1c(C(=O)Nc2nnc(C3CC3)s2)oc2ccccc12	-1	-8	-3	-2	-9	7	-4	2	-1.5	1
CC1(C)CC(NC(=O)c2ccccn2)CC(C)(C)N1O	1	1	-4	10	0	-7	2	-2	-2.0	4
CC1CCCN(c2nc3nonc3nc2Nc2ccccc2F)C1 (configuration not stated)	-1	-8	2	-1	-1	-3	5	-1	1.9	-4
Cc1cccnc1C(NC(=O)C1CCN(Cc2ccccc2)CC1)c1ccc(F)cc1 (configuration not stated)	3	-3	-6	2	3	-2	.	7	1.1	-1
CC(C)c1onc(C(=O)N(C)C2CCCCC2)c1[N+](=O)[O-]	2	6	0	5	-1	-4	6	0	1.6	-1
Cc1cccc(C)c1NC(=O)CNC(=O)c1ccc2ccccc2n1	3	7	-4	16	5	-2	4	1	1.0	-1
COc1ccc2[nH]cc(S(=O)(=O)c3ccc(C)cc3)c2c1	4	-4	-3	0	-4	-2	-15	-1	0.4	-10
CC12CN(C(=O)c3ccco3)CC(c3ccccc3)(CN(C(=O)c3ccco3)C1)C2=O	6	3	-1	2	-4	1	-7	0	0.9	-4
COc1ccc(C(C)(C)C)cc1NC(=O)c1c(C)noc1C	-1	5	10	0	-2	0	-1	-1	-0.7	2
Cc1cc(NS(=O)(=O)c2ccc(NC(=O)c3cc4c(=O)n5ccccc5nc4s3)cc2)nc(C)n1	3	-8	4	-1	4	-7	-8	8	-1.1	-51
O=C1CCCCCC1C1(O)C(=O)Nc2ccc(Br)cc21 (configuration not stated)	3	6	-7	2	9	-1	7	-2	0.9	-3
CCc1ccc(-c2cc3c(=O)n(CC(=O)NCCCN4CCN(CC)CC4)nc(C)n3n2)cc1	1	-12	1	0	-2	-10	2	-5	0.3	-4
Nc1c(-c2ccccn2)cnn1-c1nc(-c2ccc(F)cc2)cs1	-1	-3	3	-2	-7	1	-13	-9	-1.3	-20
CCS(=O)(=O)c1ccc2oc(Nc3ccc(OC)c(OC)c3)nc2c1	4	-4	-5	8	-2	-2	-4	5	-1.3	6
CN(C)c1cccc(/C=C2\CC3(OC(=O)c4ccco4)CCCN2C3)c1 (configuration not stated)	0	4	.	-2	2	-1	.	1	.	5
Cc1ccc(NC(=O)COC(=O)c2ccccc2F)cc1S(=O)(=O)N1CCCCC1	5	0	9	-2	-13	-1	-15	0	-1.1	-11

With a hit mark in PRMT1 inh (from the list above):
mol	PRMT1 inh	TDP2 inh	TCR-CD3 inh	UHRF1 MBD2 ctr	LEDGF integ inh	HTRA1 inh	Tn7 DDE FP	PG9 binder	SIAE primary
COc1ccccc1-n1c(=S)[nH]c2c(sc(=S)n2-c2ccccc2)c1=O	83*	-1	1	2	7	-5	-4	2.1	-3

Bioassay records deposited in PubChem by The Scripps Research Institute Molecular Screening Center.
